Screens (PubChem)
APJ antagonist – antagonists of human APJ apelin receptor; inhibition, % at 20 µM; hit rate 0.32% among 330,000; P35414; CHO-K1 APJ beta-arrestin complementation, luminescence;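 active = inhibition above about 40% at 20 µM, limit read from the data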;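 note: cells challenged with 10 nM apelin-13 agonist together with compound; plate controls were apelin-13 plus DMSO wells for no effect and DMSO wells lacking apelin-13 for full effect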
Jurkat NFkB inh – lowers PMA/ionomycin-induced NF-kB signal in Jurkat cells | PMA/ionomycin-induced NF-kB luciferase reporter, luminescence | inhibition, % at 4 µM | AID 435003 | hit rate 0.53% among 330,000; in the data active = inhibition above about 50%
Mdm2 MdmX PPI – inhibitors of human Mdm2/MdmX interaction; O15151+Q00987; SaOS-2 split-luciferase Mdm2/MdmX complementation, luminescence; inhibition, % at 8 µM; hit rate 3% among 330,000; AID 485346;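 active = inhibition of at least 50% at 8 µM in the primary screen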
Target sequence (O15151 whole entry, looked up): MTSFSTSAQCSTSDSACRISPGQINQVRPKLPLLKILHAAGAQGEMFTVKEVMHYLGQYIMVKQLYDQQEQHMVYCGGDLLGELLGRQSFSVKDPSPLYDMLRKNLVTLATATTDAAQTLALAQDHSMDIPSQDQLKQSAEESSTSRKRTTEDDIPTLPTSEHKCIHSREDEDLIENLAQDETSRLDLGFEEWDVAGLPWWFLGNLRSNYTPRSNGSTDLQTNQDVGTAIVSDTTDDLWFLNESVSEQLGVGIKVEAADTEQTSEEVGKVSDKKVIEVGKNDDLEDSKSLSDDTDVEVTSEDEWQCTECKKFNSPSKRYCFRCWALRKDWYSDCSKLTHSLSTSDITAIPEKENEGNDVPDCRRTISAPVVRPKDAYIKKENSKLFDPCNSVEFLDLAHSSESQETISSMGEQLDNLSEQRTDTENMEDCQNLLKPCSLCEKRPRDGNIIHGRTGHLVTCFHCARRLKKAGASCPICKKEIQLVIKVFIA
Target sequence (Q00987 whole entry, looked up): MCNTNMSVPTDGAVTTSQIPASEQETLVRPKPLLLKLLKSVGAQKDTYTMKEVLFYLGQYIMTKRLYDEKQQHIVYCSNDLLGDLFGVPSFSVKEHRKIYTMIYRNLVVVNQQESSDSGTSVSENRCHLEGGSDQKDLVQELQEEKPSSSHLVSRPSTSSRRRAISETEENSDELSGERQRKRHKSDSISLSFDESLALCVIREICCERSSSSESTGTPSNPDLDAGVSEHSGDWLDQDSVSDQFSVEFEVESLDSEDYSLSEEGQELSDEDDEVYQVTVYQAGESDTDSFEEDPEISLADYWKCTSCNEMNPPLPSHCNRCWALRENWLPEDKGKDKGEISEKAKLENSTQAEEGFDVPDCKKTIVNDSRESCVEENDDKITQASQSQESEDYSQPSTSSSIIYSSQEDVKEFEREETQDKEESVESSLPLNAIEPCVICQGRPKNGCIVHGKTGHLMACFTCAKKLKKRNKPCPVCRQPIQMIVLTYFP
tim23-1 inh – growth inhibitors of tim23-1 mutant yeast; S. cerevisiae tim23-1 growth, BacTiter-Glo luminescence, 24 h; inhibition, % at 20 µM; hit rate 1.3% among 330,000; AID 463212;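 active = growth inhibition of the mutant yeast at or above 50%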;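 note: temperature-sensitive mutant grown at 25 °C; plate controls were DMSO-treated mutant yeast for no effect and medium wells lacking yeast for full effect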
697 NFkB inh – lowers PMA/ionomycin-induced NF-kB signal in 697 B cells; hit rate 0.33% among 330,000; inhibition, % at 4 µM; 697 B-cell NF-kB luciferase reporter, 16 h; in the data active = inhibition above about 35%
APJ ag – APJ receptor agonism; hit rate 0.11% among 330,000; activation, % at 20 µM; CHO-K1 APJ PathHunter beta-arrestin, luminescence; 0% DMSO wells, 100% apelin;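 active = activation more than six SD over the plate average, tested at 20 µM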;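 note: 0% = DMSO alone and 100% = apelin-13 at 10 nM; some results filed as inactive read as strong as hits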
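Incubation: overnight seeding, 90 min compound at 25 °C, 1 h detection; test system: PathHunter CHO-K1 APJ (AGTRL-1) beta-arrestin reporter cells; amount: 1000 cells/well; doses: one dose, 20 µM compound, 1% DMSO; measured by: beta-gal luminescence; measure: agonist-driven arrestin binding to APJ; benchmarks: negative DMSO alone, positive Apelin-13 at 10 nM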
UPR XBP1 act – activators of adaptive arm of unfolded protein response (XBP1); AID 463104; hit rate 0.33% among 330,000; CHO-XBP1 luciferase reporter, IRE1-XBP1 UPR activation, luminescence; percent of tunicamycin response, DMSO as zero; activation, % at 20 µM;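 active = versus positive control, 20 µM dose yields 30% or more activation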;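 note: 100% = tunicamycin at 10 µg/mL and 0% = DMSO only wells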
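Material: CHO-XBP1 cells stably carrying IRE1-XBP1-driven luciferase reporter | Medium: F12 with 10% serum | Compound dosing: 20 µM single concentration, DMSO 1% | Incubation: Overnight seeding at 37 °C, 6 h compound treatment at 37 °C | Detection: Steady-Glo luminescence read | Read-out basis: % activation of reporter signal versus tunicamycin and DMSO controls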
UPR CHOP act – apoptotic UPR (CHOP) activation; hit rate 0.34% among 330,000; AID 449763; CHO-CHOP luciferase reporter, luminescence; percent of tunicamycin response over DMSO baseline; activation, % at 10 µM;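 active = at 10 µM dose, activation of 40% or more, normalized to positive control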;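 note: 100% = tunicamycin at 10 µg/mL and 0% = DMSO alone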
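Dosing – one dose, 10 µM in 0.5% DMSO · System – CHO-CHOP cells, stable luciferase reporter of PERK-eIF2a-CHOP signalling · Input – 500 cells/well · Control set – tunicamycin 10 µg/mL final as positive, DMSO-only wells as negative · Timing – 6 h compound treatment, 37 °C · Measure – % activation vs tunicamycin · Technique – luminescence read with Steady-Glo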
The depositor's hits bear a star. Not a hit list, and some 5% of all compounds hit somewhere here.

Screens in order – APJ antagonist	Jurkat NFkB inh	Mdm2 MdmX PPI	tim23-1 inh	697 NFkB inh	APJ ag	UPR XBP1 act	UPR CHOP act
#1 COc1ccccc1N1CCN(C(=O)CSc2nnc(NC(=O)C(C)C)s2)CC1
  10	18	-4	9	9	-5	-3	-0.3
#2 CC(NC(=O)c1ccc(NC(=O)CC2SC(N3CCCC3)=NC2=O)cc1)c1ccc(F)cc1 (centres undefined)
  -47	5	6	6	9	-5	-1	-1.0
#3 NCCCC[C@@H]1NC(=O)c2cc([N+](=O)[O-])cc(I)c2SC[C@@H](C(N)=O)NC(=O)[C@H](Cc2ccc(O)cc2)NC1=O
  5	-10	11	-2	17	20	-1	-2.1
#4 CCn1c(NCCCO)nc2c(c1=O)C(C)(CC)Cc1ccccc1-2 (centres undefined)
  8	-1	-10	23	9	-1	2	-0.6
#5 CN1C(=O)C2(C(C#N)=C(N)N(c3cc(Cl)cc(Cl)c3)C3=C2C(=O)CC(C)(C)C3)c2ccccc21 (centres undefined)
  1	-9	19	0	8	0	2	3.4
#6 COc1cc(S(=O)(=O)N2CCCCC2)ccc1NC(=O)c1ccncc1
  16	29	9	6	6	-2	5	0.4
#7 CCCOC(=O)c1cc(-c2ccc(/C=C3/C(=O)N(C)C(=O)C(C#N)=C3C)o2)ccc1Cl
  -18	-13	-2	34	-12	3	2	-0.8
#8 CS(=O)(=O)Oc1ccc(Br)cc1/C=C1/N=C(c2ccco2)OC1=O
  -13	13	1	13	13	1	0	-0.2
#9 O=C(Nc1ccc2c(c1)OCO2)C(=O)c1c[nH]c2ccccc12
  28	-119	-115	-3	-174	-2	1	2.7
#10 COc1ccc(S(=O)(=O)NCCC(=O)OCc2cc(=O)oc3cc(C)ccc23)cc1[N+](=O)[O-]
  -46	6	22	-2	-10	4	1	2.4
#11 CC1CCC(NC(=O)c2nn(C)c3c2CS(=O)(=O)c2ccccc2-3)CC1 (centres undefined)
  -5	0	24	13	17	-3	2	0.4
#12 Cn1nc(C(F)(F)F)c(C(=O)Nc2ccc(F)cc2F)c1Sc1cccc(Cl)c1
  -3	-9	4	27	-6	-4	-2	-0.8
#13 CCCCNC(=S)N(Cc1c(C)noc1C)c1ccccc1
  -2	-1	-1	22	-2	-5	0	0.9
#14 COc1cccc(-c2nnc(NC(=O)C3CCCCC3)o2)c1
  -3	-12	25	-4	7	-2	3	2.7
#15 COc1cccc(-c2ccc(C#N)c(OC(=O)c3c(Cl)cccc3Cl)n2)c1
  -11	25	83*	19	1	-1	-4	0.9
#16 O=C(COC(=O)c1ccccc1Cl)NC1CCCCCCC1
  23	4	4	39	7	-2	0	2.1
#17 Cc1ccc2cccc(OCC(=O)N3CC(C)CC(C)C3)c2n1 (centres undefined)
  4	-3	-14	41	12	1	0	0.8
#18 CC(=O)C1=C(C)OC(N)=C(C#N)C1c1cccc2ccccc12 (centres undefined)
  -8	12	31	41	-18	2	0	-0.8
#19 Cc1c(C(=O)Nc2ccc3c(c2)OCO3)sc2ncn(CC(=O)N3CC(C)CC(C)C3)c(=O)c12 (centres undefined)
  16	2	8	3	-29	-3	0	-1.3
#20 CC(C)[C@H](NC(=O)c1ccccc1Cl)C(=O)OCc1cc(=O)n2cc(Br)ccc2n1
  9	-1	19	15	13	-2	1	-1.0
#21 COC(=O)c1cc(NC(=O)CC2NC3CCCCC3NC2=O)cc(C(=O)OC)c1 (centres undefined)
  17	4	2	7	-7	-4	-2	0.5
#22 O=C(CCN1C(=O)C2CC=CCC2C1=O)N1CCN(c2ccccn2)CC1 (centres undefined)
  -1	1	13	20	13	4	-3	-0.2
#23 O=c1[nH]c(N2CCCCCC2)nc2ncn(Cc3ccccc3)c12
  -42	3	-11	2	6	-2	1	0.5
#24 C/C(CC(=O)NC1CCCCC1)=N\NC(=O)c1ccccc1C
  11	12	15	4	14	1	-1	0.1
#25 CN(C)CCNC(=O)Cn1ccc2cc(S(=O)(=O)N3CCCCCC3)ccc21
  13	-6	-4	1	-6	-2	-4	0.6
#26 Cc1ccc2c(CC(=O)NNC(=O)c3ccccc3)coc2c1
  9	-4	-4	14	6	4	1	1.5
#27 Cc1nc(SCC(=O)NCCc2ccccc2)c2c(=O)n(C)c(=O)n(C)c2n1
  -10	21	-18	17	4	-4	-1	-0.9
#28 COc1ccc(/C=C2\NC(=O)C(C=NCc3ccccc3)=C2O)cc1
  -22	-15	11	-3	15	0	2	1.9
#29 CCOC(=O)C1CCCN(C(=O)CC(C)c2ccccc2)C1 (centres undefined)
  5	-42	-25	5	-32	-3	5	3.2
#30 COc1ccc(-c2cc(C#N)nc(NN)n2)cc1
  4	-4	10	21	13	-4	-1	1.2

Looked up by structure from above:
Screens in order – APJ antagonist	Jurkat NFkB inh	Mdm2 MdmX PPI	tim23-1 inh	697 NFkB inh	APJ ag	UPR XBP1 act	UPR CHOP act
#15 COc1cccc(-c2ccc(C#N)c(OC(=O)c3c(Cl)cccc3Cl)n2)c1
  -11	25	83*	19	1	-1	-4	0.9
#17 Cc1ccc2cccc(OCC(=O)N3CC(C)CC(C)C3)c2n1 (centres undefined)
  4	-3	-14	41	12	1	0	0.8

Returning to the listing with the 2 entries that preceded the break.
Screens in order – APJ antagonist	Jurkat NFkB inh	Mdm2 MdmX PPI	tim23-1 inh	697 NFkB inh	APJ ag	UPR XBP1 act	UPR CHOP act
#29 CCOC(=O)C1CCCN(C(=O)CC(C)c2ccccc2)C1 (centres undefined)
  5	-42	-25	5	-32	-3	5	3.2
#30 COc1ccc(-c2cc(C#N)nc(NN)n2)cc1
  4	-4	10	21	13	-4	-1	1.2
#31 CCC(=O)N(C1=C(NC(C)C)C(=O)c2ccccc2C1=O)C(C)C
  -29	7	1	23	-1	4	-3	-1.4
#32 O=C(COC(=O)c1cnccn1)Nc1ncc(Cl)cc1Cl
  14	5	14	6	20	1	2	-0.6
#33 CN1CCCC(CN2c3ccccc3Sc3ccccc32)C1 (centres undefined)
  3	-14	51*	-11	12	-3	-1	1.8
#34 CN(C)C(=O)C[n+]1ccc(/C=N/O)cc1
  8	-12	28	-4	-4	-2	2	3.0
#35 CN1CCN(c2ncccc2S(=O)(=O)N2CCCCC2)CC1
  12	-2	21	4	10	2	-5	-2.2
#36 COC(=O)/C=C/c1ccc(-n2ccnc2)cc1
  -9	3	-17	-13	-4	-1	0	-0.8
#37 O=C(CCc1ccccc1)Nc1ncc2c(n1)CCCC2=O
  13	8	17	-5	-2	-3	0	-0.9
#38 Cc1ccc(CN2CCC(N3CC(C)OC(C)C3)CC2)cc1 (centres undefined)
  -1	-8	13	-6	6	0	-7	3.6
#39 Cc1cc(C(=O)N/N=C/c2cccc(Cl)c2Cl)no1
  -9	-32	2	5	-95	0	3	3.5
#40 CNC(=S)NCCCc1ccccc1
  5	5	-21	-9	7	0	-1	-0.2
#41 CCN1C(=O)CCCc2ccccc21
  -6	10	-12	8	-25	0	-2	1.8
#42 COc1cccc(Oc2c(C)oc3c(CN4CCCCC4)c(O)ccc3c2=O)c1
  5	14	-7	-21	5	-1	-2	0.0
#43 CCOC(=O)N1CCN(c2ncnc3scc(-c4ccc(Cl)cc4)c23)CC1
  14	3	27	57*	-17	-3	-3	2.2
#44 CSc1ccc(-c2nc(CSCC(=O)NC3CC3)c(C)o2)cc1
  -1	-2	-3	22	90*	10	-6	-5.7
#45 O=[N+]([O-])c1cccc(-c2ccc(CN3CCCCC3)o2)c1
  15	-10	12	-5	7	-2	-4	-1.0
#46 CCCNS(=O)(=O)c1cccc2cccnc12
  12	-2	-28	-11	8	1	0	2.0
#47 Cc1cc(N=Nc2ccccc2)c(NCC(O)C(O)C(O)CO)cc1C (centres undefined)
  21	1	-15	26	3	-5	1	1.8
#48 CC1CCCC(C)N1C(=O)CSCc1ccc(Cl)cc1 (centres undefined)
  8	2	-6	22	7	-2	-2	-2.5
#49 O=C(Nc1cccc(Cl)c1)N1CCN(Cc2ccccc2)CC1
  7	-53	-10	14	-18	2	0	7.3
#50 OC(CNC1CCCC1)COc1ccccc1Br (centres undefined)
  4	-11	2	-16	-21	-3	-3	-1.5
#51 Cc1ccc(C(=O)NCCc2ccccc2)cc1
  24	-36	49	13	-92	-2	-10	-6.7
#52 CCC(=O)Nc1ccc(Cl)c(-c2nc3ncccc3o2)c1
  14	-6	-29	3	7	-1	2	0.4
#53 COc1ccc(-c2ccc(CCC(=O)O)n2Cc2ccco2)cc1
  -3	-7	7	14	16	0	1	-0.6
#54 CC(=O)N1CCN(S(=O)(=O)c2cccc(C(=O)NC3CCCc4ccccc43)c2)CC1 (centres undefined)
  -19	-3	-18	12	4	-3	-3	-0.8
#55 O=c1c2sccc2[nH]c(=S)n1-c1ccccc1
  -5	6	21	3	0	-4	0	-0.1
#56 O=C(NCCc1ccc(Cl)cc1)c1cc(S(=O)(=O)N2CCCCC2)c[nH]1
  -8	5	17	13	-5	-2	-3	0.2
#57 COC(=O)c1ccc(NC(=O)c2ccc3c(c2)C(=O)N(Cc2cccnc2)C3=O)cc1
  -5	-12	16	-7	11	-1	-3	-0.1
#58 Cc1c(Cl)cccc1NC(=S)NC1CCN(C(C)C)CC1
  6	9	-1	-3	18	-3	-3	-0.9
#59 Cc1onc(C(=O)N2CCN(Cc3ccccc3)CC2)c1[N+](=O)[O-]
  12	0	21	9	12	-1	-1	-1.4
#60 CCCCCCCCCOC(=O)C(CC(=O)O)N1CCOCC1 (centres undefined)
  2	7	-2	44	23	-2	-1	-2.1
#61 COc1ccc(OC)c(NC(=O)CCN2CCCCCC2)c1
  -12	-12	-2	-3	0	-4	0	-0.1
#62 COc1cc(C(=O)N/N=C/c2ccc(OC(=O)c3ccccc3)c(OC)c2)ccc1O
  -5	11	16	12	4	10	0	0.8
#63 O=C(Nc1c(-c2cccs2)nc2ccccn12)c1ccccc1F
  16	-15	-28	16	20	-3	-1	-0.7
#64 COc1ccc(-n2ccnc(SCC(=O)NCc3ccccc3Cl)c2=O)cc1
  -17	1	8	16	-8	-3	-3	-0.8
#65 CC(C)(C)C(=O)Cn1ncc(N2CCCC2)c(Br)c1=O
  14	-50	14	0	-31	-3	-1	4.4
#66 C=CCNC(=O)CSc1nnc(-c2ccccc2Cl)n1-c1c(C)n(C)n(-c2ccccc2)c1=O
  4	-4	-11	19	20	-5	-2	-2.0
#67 COC(=O)c1sc(-c2ccc(C(C)(C)C)cc2)cc1NC(=O)CCC(=O)O
  10	-13	0	33	-64	-1	12	5.2
#68 CCOC(=O)COc1ccc(N)cc1CC(NC(C)=O)(C(=O)OCC)C(=O)OCC
  11	-3	0	10	17	-1	-2	0.3
#69 Cc1oc2nc(SCC(=O)NCc3cccnc3)nc(N)c2c1C
  13	5	22	9	17	-2	1	-0.9
#70 Cc1ccc2[nH]c3c(N4CCc5ccccc5C4)ncnc3c2c1
  -9	34	39	45	-22	9	6	9.6
#71 Cc1ccccc1SCC(=O)OCC(=O)NCCNC(=O)COC(=O)CSc1ccccc1C
  8	-5	21	-1	4	-4	1	0.2
#72 Cc1ccc(NC(=O)c2cc(N3C(=O)CCC3=O)ccc2N2CCOCC2)cc1
  -4	10	5	4	-4	-1	-2	0.7
#73 CCCOc1cccc(C2/C(=C(\O)c3ccc4c(c3)OCCO4)C(=O)C(=O)N2CCCn2ccnc2)c1 (centres undefined)
  10	0	-11	11	-6	8	-6	-1.7
#74 Cc1c(Br)c([N+](=O)[O-])nn1CC(=O)c1ccccc1
  5	-4	8	-4	8	-3	0	-0.5
#75 COC(=O)[C@@]12CCCCN1[C@H](c1ccc(SC3CCCCC3)cc1)[C@@H]1C(=O)N(C)C(=O)[C@@H]12
  -6	8	40	7	16	-1	1	-1.4
